Assay outcomes (PubChem)
CHRM5 PAM = positive allosteric modulators of human muscarinic M5 receptor | P08912 | activation, % at 3 µM | 360,000 compounds, 0.3% hits | CHO-K1 hM5, Fluo-8 calcium, ACh EC20 PAM; 0% = ACh EC20, 100% = ACh EC100;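 active = activation above the run cutoff, the mean activation of all test compounds plus 3 SD, cut at about 18% in these data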
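System: CHO-K1 cell line with stable human muscarinic M5 receptor expression | Also added: EC20 acetylcholine as agonist stimulus | Compound: One concentration, 3 µM final (nominal) | Timing: Fluo-8 loading 80 min at 37 °C plus 30 min room temperature | Measured by: Fluo-8 calcium dye fluorescence, kinetic read | Read-out basis: % activation, ACh-normalized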
CHRM4 agonist = CHRM4 agonism in calcium assay. P08173. CHO-K1 hM4/Gqi5, Fluo-8 calcium fluorescence; vehicle 0%, full acetylcholine response 100%. activation, % at 3 µM. 360,000 compounds, 0.14% hits. AID 624127;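 active = activation above the run mean over all test wells plus 3 SD, cut at about 32% in these data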;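 also: peak over basal fluorescence ratio per well then scaled between controls; 0% = DMSO wells and 100% = acetylcholine at EC100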
Target sequence (P08173 whole entry, looked up): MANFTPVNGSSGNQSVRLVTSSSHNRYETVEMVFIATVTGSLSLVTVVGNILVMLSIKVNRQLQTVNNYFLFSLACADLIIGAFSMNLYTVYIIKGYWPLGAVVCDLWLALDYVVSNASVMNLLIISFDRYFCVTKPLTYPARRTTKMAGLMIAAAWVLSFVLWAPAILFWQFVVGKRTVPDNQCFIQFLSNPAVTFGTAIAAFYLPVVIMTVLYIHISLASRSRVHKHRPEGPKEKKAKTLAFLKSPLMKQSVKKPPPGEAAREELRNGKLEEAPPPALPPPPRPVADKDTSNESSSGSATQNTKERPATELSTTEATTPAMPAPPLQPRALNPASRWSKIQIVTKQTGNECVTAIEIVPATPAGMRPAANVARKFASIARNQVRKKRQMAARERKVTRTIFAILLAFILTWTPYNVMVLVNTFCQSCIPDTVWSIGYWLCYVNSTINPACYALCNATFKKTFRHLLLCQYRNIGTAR
M5 antag = antagonists of human muscarinic M5 receptor (CHRM5). inhibition, % at 3 µM. CHO-hM5 cells, Fluo-8 calcium fluorescence, ACh EC80. AID 624040. 360,000 compounds, 0.59% hits. P08912;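 active = inhibition above a per-plate cutoff, the mean of that plate's test compounds plus 3 SD, cut at about 27% in these data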;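 also: 0% = acetylcholine EC80 with DMSO and 100% = DMSO without agonist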
CHRM1 agonist = activates human CHRM1 receptor | P11229 | CHO-K1 hM1, Fluo-8 calcium fluorescence, agonist mode; 0% DMSO, 100% acetylcholine EC100 | activation, % at 3 µM | 360,000 compounds, 0.33% hits | AID 588814;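 active = activation above the run's mean compound activation plus 3 SD, cut at about 16% in these data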;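 also: peak over basal fluorescence ratio within a 140 s kinetic read after compound addition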
TAAR1 agonist = agonists of human TAAR1. Q96RJ0. CHO RD-HGA16 TAAR1, Fluo-8 calcium fluorescence; vehicle wells 0%, saturating PEA agonist 100%. activation, % at 3 µM. 360,000 compounds, 0.99% hits. AID 624467;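 active = activation above the mean activation of all test compounds in the run plus 3 SD, cut at about 38% in these data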
Target sequence (Q96RJ0 whole entry, looked up): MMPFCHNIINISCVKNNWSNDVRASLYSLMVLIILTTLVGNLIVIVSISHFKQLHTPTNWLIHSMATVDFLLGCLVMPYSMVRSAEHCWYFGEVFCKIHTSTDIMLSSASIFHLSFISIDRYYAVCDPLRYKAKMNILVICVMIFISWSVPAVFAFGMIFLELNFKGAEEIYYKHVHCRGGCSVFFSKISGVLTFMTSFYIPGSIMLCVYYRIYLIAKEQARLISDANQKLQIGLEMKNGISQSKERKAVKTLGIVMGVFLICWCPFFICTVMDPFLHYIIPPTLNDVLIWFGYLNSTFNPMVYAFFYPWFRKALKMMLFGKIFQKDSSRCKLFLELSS
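Test system: RD-HGA16 (CHO) cells co-expressing Gα16 and hTAAR1 / Benchmarks: DMSO vehicle as 0%, PEA at EC100 as 100% / Repeats: no replicates (n 1) / Measure: % activation from peak over basal fluorescence ratio, DMSO-to-PEA scaled / Timing: 17-24 h plating, Fluo-8 75 min 37 °C, 30 min RT / Technique: kinetic Fluo-8 calcium fluorescence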
CHRM1 antagonist = human CHRM1 antagonism; CHO-K1 hM1, Fluo-8 calcium fluorescence, ACh EC80 antagonist; inhibition, % at 3 µM; 360,000 compounds, 1.3% hits; AID 588852;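 active = percent inhibition above its own plate's cutoff, namely the mean of that plate's compound wells plus 3 SD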;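 also: peak over basal fluorescence ratio during 140 s after agonist addition; 0% = ACh EC80 plus DMSO and 100% = DMSO alone without agonist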
M5 ag = CHRM5 agonism in calcium assay; AID 624037; CHO-K1 hM5 cells, Fluo-8 calcium fluorescence; 0% DMSO wells, 100% maximal acetylcholine response; activation, % at 3 µM; 360,000 compounds, 0.19% hits; P08912;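 active = activation above the run's mean over test compounds plus 3 SD, cut at about 23% in these data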;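 also: signal is peak over basal fluorescence ratio across the kinetic read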
M1 PAM = positive allosteric modulators of human M1 muscarinic receptor. P11229. CHO-K1 hM1, Fluo-8 calcium fluorescence, ACh EC20; 0% = ACh EC20, 100% = maximal ACh. activation, % at 3 µM. 360,000 compounds, 0.088% hits; in the data active = activation above about 19%, passing the limit was not always enough
CHRM4 antagonist = antagonists of human muscarinic M4 receptor (CHRM4); CHO-hM4 cells, ACh EC80, Fluo-8 calcium fluorescence; inhibition, % at 3 µM; P08173; 360,000 compounds, 0.73% hits; AID 624125;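 active = inhibition above its plate's cutoff, the mean inhibition of sample wells plus 3 SD, cut at about 27% in these data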;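 also: 0% = acetylcholine EC80 with DMSO and 100% = DMSO without agonist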
An asterisk follows results filed as active; x = not tested or not shown. Only part of the results is shown; the hit share may differ from the screen's.

SMILES | CHRM5 PAM | CHRM4 agonist | M5 antag | CHRM1 agonist | TAAR1 agonist | CHRM1 antagonist | M5 ag | M1 PAM | CHRM4 antagonist
CCCCCCCC1=NN(c2ccc(S(=O)(=O)O)cc2)C(=O)C1N=O (stereo not drawn) | -0.3 | 0.3 | 4.8 | -1.4 | 3.3 | -12.0 | 0.0 | 6.6 | -11.0
CC1=C(C(=O)Nc2ccccc2)C(c2cccs2)C(C#N)=C(SCC#N)N1 (stereo not drawn) | 2.3 | 1.3 | -7.1 | -3.7 | 9.5 | -16.7 | -3.8 | -0.8 | 14.2
CNC(=O)NC(=O)COC(=O)/C=C/c1cccc(Br)c1 | -2.2 | 1.1 | 2.1 | -1.8 | 1.5 | -10.9 | -0.8 | 4.7 | 9.3
Cc1cc(C)c(NC(=O)COC(=O)c2ccncc2)c(C)c1 | -4.7 | 3.4 | 8.9 | 1.0 | 3.5 | 0.6 | 0.3 | -1.5 | 5.6
CN(Cc1nccs1)C(=O)c1cc(COc2cccc3cnccc23)on1 | -13.9 | 19.4 | 17.0 | 4.2 | 8.4 | 23.5 | 5.2 | -9.8 | 14.0
O=C(CSc1nnc(Cn2c(=O)sc3ccccc32)n1CCc1ccccc1)N1CCOCC1 | 4.0 | 1.6 | -13.1 | -1.9 | 5.3 | 0.6 | 2.3 | 8.2 | -5.5
CCOC(=O)C1CCCN(c2c(Nc3ccc(C)c(C)c3)c(=O)c2=O)C1 (stereo not drawn) | -1.9 | 0.7 | -1.0 | 12.5 | 3.9 | 3.6 | 6.8 | 4.3 | -14.0
CCn1c(CSc2nc3ccccc3s2)nnc1SCC(=O)NCC(=O)OC | -8.8 | 2.1 | 11.5 | -6.5 | 10.1 | -2.1 | -4.7 | 4.3 | 12.0
Cc1ccc(S(=O)(=O)N2CCCCC2)cc1NC(=O)Nc1ccc(Cl)cc1Cl | -0.7 | 0.7 | 5.1 | -8.7 | -0.7 | 0.4 | -1.7 | 3.8 | 1.1
Cc1onc(-c2ccccc2)c1C(=O)Nc1ccccc1N1CCOCC1 | -5.1 | -2.2 | 1.4 | -1.8 | -0.2 | 5.2 | -4.6 | -0.6 | 9.3
O=C(O)CCCN1C(=O)C(=O)/C(=C(/O)c2ccccc2)C1/C=C/c1ccccc1 (stereo not drawn) | 1.9 | 0.5 | -10.7 | -6.9 | 9.7 | 1.9 | 0.4 | 6.1 | 8.3
COc1ccc(NC(=S)N2CCN(Cc3ccccc3)CC2)c(OC)c1 | 6.4 | 2.2 | 0.2 | -6.6 | 9.9 | 0.0 | -2.4 | 3.6 | 1.1
COc1ccc([C@@H]2CC=C(C(=O)O)[C@H](c3ccccc3)N2S(=O)(=O)c2ccccc2C)cc1 | 16.0 | 0.2 | 4.5 | -4.8 | 7.1 | -5.0 | 0.9 | 5.1 | -6.5
N#Cc1ccc(-c2cccc3nccn23)cc1 | -5.6 | 1.0 | 5.1 | -6.5 | 0.8 | -9.7 | -0.8 | -1.5 | -6.5
CCOC(=O)c1cnc2ccc(C)cc2c1Sc1ccccc1 | 3.9 | -1.8 | 9.4 | -4.7 | 1.6 | -5.8 | -5.7 | 4.4 | -8.5
CCCn1c(N)c(C(=O)COc2ccc(Br)cc2F)c(=O)n(C)c1=O | -3.0 | 9.8 | 6.0 | -1.6 | 9.6 | -1.7 | 3.3 | 6.7 | -0.1
Cc1ccc2c(CN(C)Cc3ccc(Cl)cc3Cl)cc(=O)oc2c1 | -1.3 | -1.2 | 5.3 | -5.2 | 0.4 | -4.3 | -3.1 | 5.9 | 0.9
Cc1ccc(NC(=O)CSCC(=O)Nc2ccc(S(=O)(=O)N3CCCC3)cc2)cc1 | 3.8 | 3.8 | -3.5 | -4.2 | 2.7 | -4.9 | -2.8 | 8.3 | -4.4
CSc1ncnc2c1ncn2CCCN1CCN(c2ccccn2)CC1 | -4.2 | 1.2 | 6.4 | -9.1 | 4.4 | -15.7 | -0.3 | -0.5 | 2.5
COc1ccc(OC)c(/C=C/c2ccc3cccc(O)c3n2)c1 | -0.9 | -1.1 | 8.3 | -4.8 | -2.1 | 3.8 | -5.0 | 3.0 | 8.8
Cc1ccccc1-c1ccccc1N | 3.0 | 1.0 | 6.3 | -8.5 | -1.1 | -1.3 | 0.3 | 2.6 | -5.5
Cc1ccc(-c2nn(-c3ccccc3)cc2/C=N/NS(=O)(=O)c2ccccc2)cc1 | -0.1 | -1.7 | -4.5 | -2.5 | 1.5 | 4.5 | 9.3 | -3.9 | 5.2
O=C(NCc1ccccc1)C1(C(F)(F)F)C/C(=C\CCO)CCCO1 (stereo not drawn) | 5.2 | 2.2 | 8.9 | -1.5 | 8.0 | -5.0 | -0.9 | 11.1 | 6.0
Cc1ccccc1OCC(=O)NNC(=O)c1ccc(-c2ccccc2)cc1 | 1.7 | 1.0 | -5.1 | 3.0 | -1.5 | -10.6 | -0.9 | 1.5 | 0.6
CN(CC(=O)NCCCN1CCOCC1)S(=O)(=O)c1ccc(Cl)cc1 | 0.7 | 1.4 | 0.8 | -2.3 | 3.2 | -2.7 | 1.1 | -0.3 | 0.3
COc1ccccc1NC(=O)CC(c1ccc(OC(C)C)cc1)c1ccccc1OC (stereo not drawn) | -6.7 | -0.2 | 1.2 | -7.4 | -0.2 | -1.1 | -3.3 | -6.9 | 0.6
Cc1ccc(C(=O)N/C(=C\c2cccs2)C(=O)NCCc2c[nH]c3ccccc23)cc1 | -7.8 | 5.9 | -11.2 | -3.4 | 3.2 | -12.8 | -3.1 | 6.5 | -11.5
COc1ccc(C(=O)/C=C/N(C)C)cc1OC | -4.7 | 1.1 | -3.9 | -3.3 | 8.8 | -3.1 | -3.0 | 4.1 | -5.2
COc1cc2c(cc1N)-c1ccc(N)cc1C2=O | 0.2 | 0.5 | 1.1 | -3.0 | 1.4 | 0.7 | 0.7 | 1.9 | -6.9
O=S(=O)(NC1CCCCC1N1CCC(O)CC1)c1ccc(Cl)cc1 (stereo not drawn) | 1.0 | 2.5 | 0.1 | -1.7 | 0.6 | 8.2 | -1.5 | -0.5 | 0.1
O=C(CO/N=C/c1ccccc1OC(F)F)N1CCc2ccccc21 | 6.5 | 0.6 | -6.7 | -11.2 | 7.3 | -5.1 | -5.6 | 11.7 | -0.5
COc1cc(NC(=O)C2CCC(CNc3c(N4CCCCC4)c(=O)c3=O)CC2)cc(OC)c1 (stereo not drawn) | -1.1 | -0.4 | 3.3 | 1.5 | 2.4 | -11.6 | 0.9 | 6.3 | -2.4
CCS(=O)(=O)c1nc(S(=O)(=O)c2ccc(C)cc2)c(N2CCC3(CC2)OCCO3)s1 | 4.5 | 4.7 | 10.3 | -1.5 | 2.0 | -0.9 | -5.6 | 1.4 | 9.1
CCN(CC)C(=O)C1=C(C)N(Cc2ccc(OC)cc2)C(=O)C(CC(=O)NC2CCCC2)C1 (stereo not drawn) | 2.8 | -0.4 | -9.9 | -2.7 | -2.5 | -17.5 | 1.5 | 8.3 | -10.5
N#Cc1ccsc1NC(=O)c1cccc(-n2cnnn2)c1 | 0.5 | 6.0 | 5.5 | 1.9 | 5.1 | -3.2 | 1.8 | 7.2 | -1.0
CC(=O)Nc1cccc(C(=O)OCC(=O)NCc2cc(C)c(O)c(C)c2)c1 | -1.8 | 5.1 | 5.6 | -2.0 | -0.6 | 3.0 | 4.3 | -1.0 | -21.0
CC(=O)N1CCCc2cc(S(=O)(=O)N3CCCC(C(=O)Nc4ccc(C)cc4C)C3)ccc21 (stereo not drawn) | -3.2 | 0.3 | 6.0 | -1.9 | 0.4 | -3.5 | -3.8 | 2.6 | 6.9
COc1ccc(CNC(=O)CC(C)CC2=NS(=O)(=O)c3ccccc3N2)cc1 (stereo not drawn) | -6.2 | 2.0 | 5.4 | -2.4 | 4.6 | 2.4 | 1.8 | -1.1 | 1.1
COc1ccc(NC(=O)CN(C2CCCCC2)S(C)(=O)=O)cc1Cl | -3.5 | 6.2 | 3.2 | -1.8 | 5.5 | -4.9 | 0.3 | 4.4 | 13.7
Cc1cc(NC(=O)COc2cccc(C)c2C)no1 | -1.1 | 0.0 | -0.1 | -2.5 | 1.4 | -5.6 | -0.4 | 6.2 | 0.8
COc1ccc(C(CC(=O)O)c2cc(OC)c(OC)c(OC)c2)cc1OC (stereo not drawn) | 4.9 | 0.0 | 12.9 | -1.2 | 0.8 | -10.4 | -0.8 | 5.2 | 1.5
c1ccc2c(c1)oc1c(NCc3ccc4c(c3)OCO4)ncnc12 | -16.7 | 10.6 | 5.6 | 1.7 | x | 5.1 | 4.1 | -5.0 | 1.0
Cc1cc(NC(=O)CSc2nc3cc(Cl)ccc3c(=O)n2Cc2ccco2)no1 | -5.0 | 0.7 | 14.8 | -2.2 | -0.8 | -1.0 | -1.2 | 4.6 | -0.2
CCOC(=O)c1ccc(NC(=O)c2cc(C)nc3ccccc23)cc1 | 0.2 | 1.8 | 11.1 | -0.7 | 2.2 | -17.7 | 1.9 | 8.6 | 9.5
O=C1N=C(N2CCOCC2)S/C1=C/c1cccs1 | 0.3 | 1.9 | -1.6 | 3.8 | 1.9 | 6.5 | 0.3 | 11.3 | -5.5
O=C(N/C(=C\c1ccccc1)C(=O)N1CCOCC1)c1ccc(Br)o1 | 5.6 | -0.8 | -3.0 | 0.7 | -2.5 | 5.9 | -1.0 | 7.8 | -2.8
OC[C@@H]1CN(Cc2ccco2)C[C@H](n2cnc3c(NC4CC4)ncnc32)O1 | 3.5 | 0.6 | 14.9 | -1.3 | 2.0 | -10.2 | 1.5 | 10.2 | -7.5
C#CCN1C=CC(=O)[C@@H](O)[C@H]1c1ccccc1Br | 3.4 | 3.0 | -13.9 | 0.1 | 0.9 | -6.9 | 1.9 | 6.1 | -1.0
CCN(c1ccccc1)S(=O)(=O)c1ccc(NCC2COc3ccccc3O2)nc1 (stereo not drawn) | -9.1 | 1.8 | 5.4 | -3.1 | 2.7 | -2.4 | -3.3 | 2.5 | -7.1
COc1ccc2ccc3cccc[n+]3c2c1 | 2.5 | 1.2 | 17.4 | -6.3 | 4.9 | -7.2 | -18.4 | 3.7 | 11.8
OC(c1ccc2c(c1)OCO2)c1ncc(-c2ccccc2)[nH]1 (stereo not drawn) | -1.2 | 0.8 | 3.5 | -1.1 | 1.7 | -10.2 | 0.9 | 3.1 | 1.6

Results in M5 antag, for 3 of the compounds above:
| molecule | M5 antag |
| --- | --- |
| COc1ccc(NC(=O)CN(C2CCCCC2)S(C)(=O)=O)cc1Cl | 3.2 |
| Cc1cc(NC(=O)COc2cccc(C)c2C)no1 | -0.1 |
| COc1ccc(C(CC(=O)O)c2cc(OC)c(OC)c(OC)c2)cc1OC (stereo not drawn) | 12.9 |
